GPR55 LPI antagonism = GPR55 antagonists blocking LPI-driven arrestin recruitment, primary screen, imaging, U2OS, beta-arrestin-GFP, LPI agonist (AID 2013) | hit rate 0.13% among 290,000 | inhibition, % at 10 µM, or IC50 in µM where a hit was titrated | U2OS GPR55 beta-arrestin-GFP translocation imaging, LPI antagonism; higher % means a stronger effect;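 active means spots per cell inhibited over 60%, with over 100 cells counted and total cytoplasm intensity under 500,000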;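 further: U2OS cells stably carrying GPR55 and arrestin-GFP stimulated by 5 µM LPI near EC80; imaged beta-arrestin-GFP aggregate spots per cell after agonist stimulation; plate controls were LPI-stimulated DMSO wells for no effect and DMSO wells without LPI for full effect; some results filed as inactive read as strong as hits; confirmed hits need IC50 under 10 µM and bright autofluorescent wells are also inconclusive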
GPR35 antagonists = GPR35 antagonists blocking zaprinast-driven arrestin recruitment, primary screen, imaging, U2OS, beta-arrestin-GFP, zaprinast agonist (AID 2058). U2OS GPR35 beta-arrestin-GFP translocation imaging, zaprinast antagonism; higher % means a stronger effect. inhibition, % at 10 µM; hits with a dose series show IC50 in µM. hit rate 0.052% among 290,000;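 active means inhibition of at least 50% with at least 30 cells and total cytoplasm GFP at most 10,000,000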
West Nile virus CPE = West Nile virus antiviral activity, cell-based, CPE readout (AID 1621) | hit rate 0.02% among 290,000 | West Nile virus-infected cells, CPE inhibition; higher % means a stronger effect | CPE inhibition, % at 10 µM, or IC50 in µM where a hit was titrated; in the data active means a potency from the dose series; further: strong numbers were not always called active
NTR1 ag = NTR1-driven beta-arrestin-GFP spot formation – imaging, U2OS cells, high content, primary screen (AID 493036) | agonist mode | P30989 | hit rate 0.17% among 330,000 | activation, % at 20 µM;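 active means activation at or above 40% of the spot to cytoplasm intensity ratio, with at least 20 cells analyzed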;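 further: 0% = DMSO without peptide and 100% = 100 nM NTR1 peptide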
Target sequence (P30989 whole entry, looked up): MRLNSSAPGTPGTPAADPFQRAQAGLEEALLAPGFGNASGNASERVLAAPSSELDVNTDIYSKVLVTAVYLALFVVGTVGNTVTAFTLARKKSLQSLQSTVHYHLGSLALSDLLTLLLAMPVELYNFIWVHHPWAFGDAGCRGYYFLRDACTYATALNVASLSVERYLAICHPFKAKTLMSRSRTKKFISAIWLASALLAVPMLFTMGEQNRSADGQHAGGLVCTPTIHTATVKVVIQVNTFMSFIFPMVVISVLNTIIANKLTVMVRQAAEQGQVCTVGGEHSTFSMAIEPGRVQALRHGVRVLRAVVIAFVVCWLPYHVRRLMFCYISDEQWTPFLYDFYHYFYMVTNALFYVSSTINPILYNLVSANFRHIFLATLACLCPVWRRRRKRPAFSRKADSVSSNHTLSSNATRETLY
PhoP inhibition = inhibitors of PhoP regulon expression, primary screen, Salmonella Typhimurium, GFP reporter (AID 1863). S. Typhimurium PhoP-regulated promoter GFP reporter, 4 h; higher % means a stronger effect. one-dose inhibition, % at 50 µM; IC50 in µM for titrated hits. hit rate 0.16% among 300,000;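 active means inhibition over 29.93%, a cutoff 3 SD above the screen mean, later confirmed by dose response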;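 further: 0% = low Mg2+ inducing control and 100% = high Mg2+ repressing control; strong numbers were not always called active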
T cell HTS = modulates CD8 T cell binding to vesicles. hit rate 0.068% among 330,000. 2C CD8+ T cell-vesicle binding, flow cytometry; stronger effect = lower value. calls only at 7 µM;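 active means response, share of CD8 T cells binding vesicles, and their 90th percentile fluorescence all below set limits, cut at about 80% in these data, passing the limit was not always enough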
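Material: 2C TCR transgenic mouse naive CD8+ T cells, MACS-purified. Also added: QL9-charged Drosophila Ld/ICAM-1/B7-1 vesicles. Timing: binding 1.5 h at 37 °C. Measured by: high-throughput flow cytometry with anti-B7-1 and anti-CD8 staining. Read-out: percent CD8+ FL2 mean versus row control. Controls: Unloaded micro-vesicles (low), QL9 vesicles with 0.7% DMSO (high).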
KOR beta-arrestin-1 = kappa opioid receptor blockers – cell-based, luminescence, uHTS (AID 1778). KOR beta-arrestin recruitment, luminescence, antagonist mode; higher % means a stronger effect. inhibition, % at 10 µM, or IC50 in µM where a hit was titrated. hit rate 0.091% among 290,000; in the data active means inhibition above about 50%; further: strong numbers were not always called active
KOR beta-arrestin-2 = kappa opioid receptor activators – cell-based, luminescence, uHTS, primary screen (AID 1777); KOR beta-arrestin recruitment, luminescence; higher % means a stronger effect; one-dose activation, % at 10 µM; EC50 in µM for titrated hits; hit rate 0.02% among 280,000; in the data active means activation above about 50%, passing the limit was not always enough; further: a part of the inactive calls stands beside numbers as strong as those of hits
GPR55 activation = selective activators of receptor GPR55 – imaging, U2OS cells, beta-arrestin-GFP redistribution, primary screen (AID 1961). U2OS GPR55 beta-arrestin-GFP redistribution imaging; higher % means a stronger effect. activation, % at 10 µM; hits with a dose series show EC50 in µM. hit rate 0.048% among 290,000;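 active means activation above 40% with more than 50 cells counted in the well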;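 further: U2OS osteosarcoma cells stably expressing GPR55 and beta-arrestin-GFP; plate controls were DMSO negative control for no effect and LPI positive control for full effect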
T cell HTS vesicle-bound % = second read-out of T cell HTS, no call of its own (marks repeat the call); double positive events, %; measured here: CD8+ vesicle-bound cell fraction;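 binding gate set so that unloaded-vesicle control wells show 10% double positive cells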
NTR1 ag cell count 20 µM = further read-out of NTR1 ag, marked with its call; cell count; measured here: cell count, cytotoxicity flag
An asterisk follows results filed as active; i = inactive; / = not tested or not shown; [ ] = another dose, or the depositor's remark.

Values in the order – KOR beta-arrestin-1 | GPR55 LPI antagonism | T cell HTS | NTR1 ag cell count 20 µM | NTR1 ag | PhoP inhibition | West Nile virus CPE | KOR beta-arrestin-2 | GPR35 antagonists | GPR55 activation | T cell HTS vesicle-bound %
O=C(Nc1ccc2c(c1)OCO2)C1CCCN1C(=O)Nc1cccc(F)c1 (stereo unspecified)
  2% | 1% | i | 67 | 0.1 | 8% | / | -12% | -9% | 0.4% | 43
CSCC(C)N1CCC(n2nccc2NC(=O)c2ccc3c(c2)OCO3)CC1 (stereo unspecified)
  27% | 19% | i | 104 | -0.2 | -6% | -0.5% | -0.5% | 5% | 0.2% | 32
CCn1ncc(-c2csc(N)n2)c1C
  -2% | 0% | i | 47 | -0.3 | 1% | -0.2% | -0.9% | -3% | -0.3% | 47
O=C(O)CSc1nnc(-c2ccncc2)n1C1CCCCC1
  18% | 14% | i | 62 | 0.1 | -13% | 0.7% | -1.7% | -14% | -0.1% | 48
CCOC(=O)C(N)CSC1CC(=O)N(CCc2ccccc2)C1=O (stereo unspecified)
  1% | 0% | i | 43 | 1.4 | -2% | 0.2% | -3.2% | 13% | -0.2% | 37
CC(OC(=O)C1CC(O)CN1S(=O)(=O)c1ccccc1[N+](=O)[O-])C(=O)N1CCCCC1 (stereo unspecified)
  -14% | -1% | i | 96 | 3.3 | -5% | -0.1% | 14% | 0% | 0.6% | 58
COc1cccc(Nc2nc(CN3CCOCC3)nc3sc4c(c23)CCCC4)c1
  -2% | 9% | i | 48 | 7.2 | 5% | -0.5% | -2.7% | -10% | -0.1% | 43
Cc1nc2c(cc1NC(=O)c1ccccc1)nc(C)n2Cc1ccccc1
  -24%[20 µM] | 2% | i | 52 | -0.8 | 1% | -0.3% | 2.8% | 8% | -0.3% | 67
O=C(C(Cc1ccccc1)N1C(=O)C2C3C=CC(C3)C2C1=O)N1CCCCC1 (stereo unspecified)
  17% | -10% | i | 27 | -0.8 | 10% | -0.4% | -2.8% | 16% | -0.2% | 17
CCOC(=O)C1=C(CCc2ccccc2)NC(=O)NC1c1cccc([N+](=O)[O-])c1 (stereo unspecified)
  -20%[20 µM] | 6% | i | 70 | 4.6 | / | -1.4% | -1.1% | -8% | 0.2% | 8
COc1ccc(N2C(=O)NC(NC(=O)c3cccnc3)(C(F)(F)F)C2=O)cc1 (stereo unspecified)
  -26% | 1% | i | 40 | -0.9 | 9% | 0.1% | -1.8% | 8% | -0.1% | 30
CNC(=S)NNC(=O)Cc1ccc(O)cc1
  -36% | -6% | i | 59 | 0.1 | -3% | 0.0% | 1.7% | -2% | -0.2% | 17
Cc1ccc(NC(=O)CS(=O)CC(=O)NCC2OCCc3ccccc32)c(C)c1 (stereo unspecified)
  7% | 9% | i | 85 | 0.3 | -10% | 0.1% | 2.4% | -15% | -0.1% | 30
O=C(O)C1CCCCC1C(=O)Nc1cc(C(F)(F)F)ccc1Cl (stereo unspecified)
  -22% | 10% | i | 54 | -0.3 | -3% | 0.1% | -1.1% | 2% | -0.2% | 39
Clc1ccc(-c2nn3c(-c4ccncc4)nnc3s2)c(Cl)c1
  -2% | -4% | / | / | / | / | / | 14% | -5% | -0.3% | /

Compounds above containing a CF3 group (2):
Values in the order – KOR beta-arrestin-1 | GPR55 LPI antagonism | T cell HTS | NTR1 ag cell count 20 µM | NTR1 ag | PhoP inhibition | West Nile virus CPE | KOR beta-arrestin-2 | GPR35 antagonists | GPR55 activation | T cell HTS vesicle-bound %
COc1ccc(N2C(=O)NC(NC(=O)c3cccnc3)(C(F)(F)F)C2=O)cc1 (stereo unspecified)
  -26% | 1% | i | 40 | -0.9 | 9% | 0.1% | -1.8% | 8% | -0.1% | 30
O=C(O)C1CCCCC1C(=O)Nc1cc(C(F)(F)F)ccc1Cl (stereo unspecified)
  -22% | 10% | i | 54 | -0.3 | -3% | 0.1% | -1.1% | 2% | -0.2% | 39

Remaining list, next part:
Values in the order – KOR beta-arrestin-1 | GPR55 LPI antagonism | T cell HTS | NTR1 ag cell count 20 µM | NTR1 ag | PhoP inhibition | West Nile virus CPE | KOR beta-arrestin-2 | GPR35 antagonists | GPR55 activation | T cell HTS vesicle-bound %
O=C(Nc1nccs1)c1ccc2nccnc2c1
  3% | 0% | i | 57 | -1.1 | -3% | 0.7% | -0.3% | 2% | 0.2% | 52
O=C(c1ccc2oc(CCc3ccccc3)nc2c1)N1CC[C@H](O)C1
  8% | 8% | i | 63 | -0.5 | -4% | 0.3% | -0.9% | 11% | -0.1% | 45
CCC(C)(C)NC(=O)C1CCCN1C(=O)NC1CCCCC1 (stereo unspecified)
  7% | 9% | i | 56 | 1.1 | -2% | 0.2% | 9.2% | -4% | -1.0% | 58
Cn1ccc(-c2cc(C(=O)O)c3ccccc3n2)n1
  16% | -3% | i | 32 | 0.9 | -8% | 0.3% | -3.7% | -18% | 0.2% | 54
COc1cccc(N=C(N)N=C(N)N)c1
  9% | 6% | i | 38 | 2.1 | -10% | 0.0% | -0.6% | -17% | -0.1% | 18
O=C(c1ccco1)N(Cc1cc2ccccc2[nH]c1=O)CC1CCCO1 (stereo unspecified)
  -3% | 16% | i | 48 | 1.7 | -3% | -0.2% | -8.2% | 4% | -0.1% | 22
COc1ccc2nc(N/C(N)=N/C(=S)Nc3ccccc3)nc(C)c2c1
  5% | 8% | i | 29 | 1.9 | -9% | -0.2% | -1.1% | -13% | -0.4% | 19
CCOC(=O)C1=NN(C(=O)Cc2ccccc2)C(O)(C(C)(C)C)C1 (stereo unspecified)
  -52%[20 µM] | 0% | i | / | / | / | -0.8% | / | -4% | -0.1% | 41
Cc1nc(N2CCOCC2)nc(N2CCCCC2)c1[N+](=O)[O-]
  / | -9% | i | 51 | 1.9 | 7% | -0.9% | -2.5% | 8% | -0.2% | 34
Cc1nccn1C[C@@H]1CCc2c(c3ccccc3n2C)C1=O
  12%[20 µM] | 7% | i | 67 | -1.6 | 3% | -0.1% | 3.3% | 13% | -0.1% | 27
COCCCNC(=O)CCCC(=O)NCCCOC
  13% | -10% | i | 76 | -1.0 | -3% | -0.2% | -2.1% | 5% | 0.0% | 48
CCCCCC1CC(CC(=O)Nc2ccc([N+](=O)[O-])cc2)OC1=O (stereo unspecified)
  24% | -9% | i | 51 | 3.5 | / | -0.1% | 3.4% | -6% | -0.3% | 33
COCC(=O)NC1CCN(CC(=O)Nc2ccc(OC)cc2[N+](=O)[O-])CC1
  -28% | -13% | i | 49 | 0.9 | 8% | -0.2% | 6.2% | -5% | 0.0% | 19
O=C(O)CN1CCN(C(c2ccccc2)c2ccccc2)CC1
  -31%[20 µM] | 5% | i | 63 | -1.0 | 0% | -0.1% | 14% | 16% | 0.3% | 66
COC(=O)c1nc(N)sc1-c1ccc(OC)cc1
  2% | 16% | i | 42 | -1.7 | 10% | 0.4% | -1.3% | -4% | -0.1% | 71

Single records, as listed above. Order of screens: KOR beta-arrestin-1, GPR55 LPI antagonism, T cell HTS, NTR1 ag cell count 20 µM, NTR1 ag, PhoP inhibition, West Nile virus CPE, KOR beta-arrestin-2, GPR35 antagonists, GPR55 activation, T cell HTS vesicle-bound %
O=C(O)C1CCCCC1C(=O)Nc1cc(C(F)(F)F)ccc1Cl (stereo unspecified) in the list: -22%, 10%, i, 54, -0.3, -3%, 0.1%, -1.1%, 2%, -0.2%, 39
Cc1nccn1C[C@@H]1CCc2c(c3ccccc3n2C)C1=O in the list: 12%[20 µM], 7%, i, 67, -1.6, 3%, -0.1%, 3.3%, 13%, -0.1%, 27
CCOC(=O)C1=C(CCc2ccccc2)NC(=O)NC1c1cccc([N+](=O)[O-])c1 (stereo unspecified) in the list: -20%[20 µM], 6%, i, 70, 4.6, /, -1.4%, -1.1%, -8%, 0.2%, 8

More results follow:
Values in the order – KOR beta-arrestin-1 | GPR55 LPI antagonism | T cell HTS | NTR1 ag cell count 20 µM | NTR1 ag | PhoP inhibition | West Nile virus CPE | KOR beta-arrestin-2 | GPR35 antagonists | GPR55 activation | T cell HTS vesicle-bound %
C=CCOc1ccc(/C=N/NC(=O)C(=O)N2CCCCCC2)cc1OC
  -27% | 21% | i | 50 | 1.1 | 5% | -0.2% | 4.3% | 10% | -0.2% | 14
CCCc1cc(=O)[nH]c(SCC(=O)N2C(C)CCCC2C)n1 (stereo unspecified)
  -5% | 5% | i | 44 | 0.1 | -1% | 0.1% | -1.1% | 6% | 0.2% | 40
O=C(CSc1nc2ccccc2c(=O)n1Cc1ccco1)Nc1cccc(O)c1
  33% | 3% | i | 58 | -0.2 | -3% | -0.2% | 2.1% | -6% | -0.1% | 18
CC(C)Cc1nnc(NC(=O)CCC(=O)Nc2ccc(F)cc2)s1
  2% | 6% | i | 91 | -2.7 | 0% | -0.2% | 0.7% | 3% | -0.1% | 21
Cc1ccc(N(CC(=O)NCc2ccncc2)S(C)(=O)=O)cc1
  12% | -4% | i | 60 | 0.4 | 6% | 0.1% | 4.1% | -20% | -0.1% | 41
Cc1ccc2nc3c(cc(C(N)=S)c(=N)n3CCCOC(C)C)c(=O)n2c1
  -16% | -3% | i | 46 | 7.6 | -20% | 0.4% | -3.8% | 4% | -0.1% | 49
Cc1ccc(C(=O)NNc2ncnc3c2cnn3C)cc1
  1% | 9% | i | 45 | -0.7 | -8% | 0.4% | -1.9% | 0% | -0.2% | 30
CC(C)(C)NC(=O)c1cc(-c2ccc3c(c2)OCO3)nc2ccccc12
  3% | -12% | i | 69 | 2.3 | 0% | -0.5% | 1.5% | -4% | -0.1% | 68
O=[N+]([O-])c1cc2c(cc1/C=N/Nc1nc(N3CCCC3)nc(N3CCCC3)n1)OCO2
  10% | -7% | i | 107 | 4.0 | -3% | -1.3% | 3.5% | -7% | 0.1% | 55
CCc1ccc(C(=O)COC(=O)c2ccc(-c3nnc(-c4ccccc4)o3)cc2)cc1
  -5% | 8% | i | 84 | 2.7 | 8% | -0.2% | 1.1% | 2% | -0.1% | 42
CCc1cc2c(CN3CCN(C)CC3)cc(=O)oc2cc1O
  -17% | 10% | i | 109 | -2.1 | -1% | -0.5% | -1.7% | 18% | -0.1% | 34
COc1cc(NC(=O)CCN2CCN(C)CC2)cc(OC)c1
  -14%[20 µM] | -17% | i | 53 | 0.5 | 9% | -0.2% | -3.3% | 2% | -0.1% | 54
COCC(=O)Nc1nnc(COc2ccccc2)s1
  -20% | 25% | i | 54 | -2.8 | 10% | 0.6% | 2.1% | -4% | 0.3% | 25
CCOC(=O)c1c(C)[nH]c(C)c1S(=O)(=O)N(C)CC(=O)Nc1cccc(F)c1
  -15% | 8% | i | 70 | 1.2 | -2% | -0.3% | -4.5% | 7% | -0.1% | 38

High-throughput results as filed in PubChem.

No enrichment for hits. About 0.62% of those tested had a hit in this group.
